GSTO1 counter – GSTO1 inhibition, counter-screen for RBBP9 inhibitors | P78417 | recombinant GSTO1, activity-based probe fluorescence polarization | inhibition, % at 5.96 µM | 300,000 tested, 1.1% active | AID 1974;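 active means inhibition above the campaign mean inhibition plus 3 SD, cut at about 35% in these data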;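 further: 0% = GSTO1-1 with DMSO and 100% = wells lacking GSTO1-1 enzyme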
PME-1 inh – blocks human protein phosphatase methylesterase 1. Q9Y570. inhibition, % at 5.9 µM. AID 2130. recombinant PME-1, FP-Rh probe fluorescence polarization. 320,000 tested, 0.53% active;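 active means inhibition above the campaign mean of all compounds plus 3 SD, cut at about 26% in these data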;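 further: competitive labeling of PME-1 active site by serine hydrolase directed probe; 0% = PME-1 with DMSO and 100% = wells lacking PME-1 enzyme; inhibitors block probe labeling so polarization falls and inhibition rises; many of its hits are not listed in these tables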
Fam108B counter – Fam108B inhibition, counter-screen for RBBP9 inhibitors | recombinant Fam108B, FP-Rh probe fluorescence polarization | inhibition, % at 9.51 µM | 300,000 tested, 0.33% active | AID 1947;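 active means inhibition above the screen mean inhibition plus 3 SD, computed separately per campaign, cut at about 18% in these data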;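 further: inhibitors lower polarization as less probe binds the enzyme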
pPAFAH FP inh – pPAFAH (human) enzyme inhibition; Q13093; recombinant pPAFAH, FP-rhodamine probe fluorescence polarization; inhibition, % at 3.39 µM; 330,000 tested, 1.5% active; AID 463082;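 active means inhibition above the mean inhibition across the screen plus 3 SD, cut at about 25% in these data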;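 further: inhibitors block binding of the rhodamine activity-based probe so polarization drops; 0% = enzyme with DMSO and 100% = wells lacking pPAFAH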
PAD4 FP inh – inhibitors of human PAD4. recombinant PAD4, RCA probe fluorescence polarization. inhibition, % at 6.36 µM. 330,000 tested, 0.41% active;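 active means percent inhibition above a cutoff equal to the mean of all tested compounds plus 3 SD, cut at about 15% in these data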;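 further: 0% = PAD4 with RCA probe and DMSO and 100% = probe without PAD4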
Target sequence (Q9UM07 whole entry, looked up): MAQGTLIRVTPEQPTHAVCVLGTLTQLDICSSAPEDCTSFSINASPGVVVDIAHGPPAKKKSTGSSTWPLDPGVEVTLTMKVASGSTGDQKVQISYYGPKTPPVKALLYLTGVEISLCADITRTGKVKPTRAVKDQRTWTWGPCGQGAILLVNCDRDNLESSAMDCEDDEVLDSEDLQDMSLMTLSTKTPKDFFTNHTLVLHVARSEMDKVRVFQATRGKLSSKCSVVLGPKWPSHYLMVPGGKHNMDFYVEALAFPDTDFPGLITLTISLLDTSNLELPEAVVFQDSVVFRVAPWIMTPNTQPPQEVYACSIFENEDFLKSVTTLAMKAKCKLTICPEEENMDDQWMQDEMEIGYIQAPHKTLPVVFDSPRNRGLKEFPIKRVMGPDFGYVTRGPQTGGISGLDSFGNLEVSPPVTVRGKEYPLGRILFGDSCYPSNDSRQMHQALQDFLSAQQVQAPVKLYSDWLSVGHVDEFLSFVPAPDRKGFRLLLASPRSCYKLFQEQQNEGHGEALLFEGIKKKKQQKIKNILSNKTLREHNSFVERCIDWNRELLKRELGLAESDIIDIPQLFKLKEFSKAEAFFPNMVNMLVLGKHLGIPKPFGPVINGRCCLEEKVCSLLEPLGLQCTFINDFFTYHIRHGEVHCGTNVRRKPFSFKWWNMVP
PAFAH2 inh – PAFAH2 (human) inhibition | recombinant PAFAH2, FP-rhodamine activity probe, fluorescence polarization | inhibition, % at 3.39 µM | 340,000 tested, 0.99% active | AID 492956;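 active means inhibition above the mean over all tested compounds plus 3 SD, cut at about 30% in these data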;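 further: inhibitors block probe labeling of enzyme so polarization drops; 0% = enzyme with DMSO and 100% = wells lacking PAFAH2 protein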
LYPLA1 counter – LYPLA1 (human) inhibition in PME1 counter-screen; O75608; recombinant LYPLA1, FP-Rh probe fluorescence polarization; inhibition, % at 5.9 µM; 320,000 tested, 0.16% active; AID 2174;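 active means inhibition above the mean of all tested compounds plus 3 SD, set per campaign, cut at about 14% in these data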;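 further: inhibitors block serine hydrolase probe labeling of LYPLA1 so polarization falls; 0% = enzyme with DMSO and 100% = wells lacking LYPLA1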
Target sequence (O75608 whole entry, looked up): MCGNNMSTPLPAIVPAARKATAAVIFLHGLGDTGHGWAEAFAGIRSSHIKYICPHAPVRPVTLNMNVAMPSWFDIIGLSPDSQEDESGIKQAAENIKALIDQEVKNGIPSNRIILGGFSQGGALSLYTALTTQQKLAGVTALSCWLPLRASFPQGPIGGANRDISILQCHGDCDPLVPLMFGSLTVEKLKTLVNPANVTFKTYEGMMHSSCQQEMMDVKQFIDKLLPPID
PAFAH1B2 inh – blocks human PAF acetylhydrolase 1b catalytic subunit 2 | AID 492953 | P68402 | 340,000 tested, 1.2% active | inhibition, % at 3.39 µM | recombinant PAFAH1B2, FP-rhodamine activity probe, fluorescence polarization;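 active means inhibition above the mean of all tested compounds plus 3 SD, cut at about 24% in these data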;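 further: 0% = enzyme with DMSO and 100% = wells lacking PAFAH1B2; many of its hits are not listed in these tables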
PAFAH1B3 FP inh – PAFAH1B3 (human) inhibition. recombinant PAFAH1B3, FP-rhodamine probe, fluorescence polarization. inhibition, % at 3.39 µM. 340,000 tested, 0.28% active. AID 492972;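 active means inhibition above the screen-wide average of all tested compounds plus 3 SD, cut at about 25% in these data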;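 further: 0% = enzyme with DMSO only and 100% = wells lacking PAFAH1B3 protein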
* marks the source's active call; other numbers are inactive results; . = no result given. Only part of the results is shown (hit frequency here may not be typical).

Below each SMILES: GSTO1 counter | Fam108B counter | PME-1 inh | PAD4 FP inh | PAFAH2 inh | pPAFAH FP inh | PAFAH1B2 inh | LYPLA1 counter | PAFAH1B3 FP inh
CC(C)CCn1cnc2c(cnn2-c2ccc(Cl)cc2)c1=O
→ 7 | 3 | 1 | 5 | 5 | 2 | 2 | 1 | 0
COc1ccc(CCNC(=O)Cn2nc([N+](=O)[O-])c(Br)c2C)cc1OC
→ -2 | 2 | -6 | -3 | 1 | -4 | 0 | 4 | -2
CCCCC(=O)N1CCN(c2nc3ccc(Cl)cc3s2)CC1
→ -3 | -1 | 1 | -2 | -2 | 5 | -1 | -2 | 7
COc1cc(CC(=O)Nc2nccs2)cc(OC)c1OC
→ -2 | 1 | 1 | 2 | 6 | 4 | 3 | -4 | 5
O=C(CSc1ccccn1)Nc1ccc(Br)cn1
→ -1 | -2 | 4 | 7 | 0 | 6 | 5 | -1 | -7
CCOC(=O)CN1C(=O)c2ccccc2C1=O
→ 1 | -4 | 3 | 4 | -6 | 1 | 3 | -2 | 3
CCn1c(SCC(=O)Nc2ccc(N3CCOCC3)cc2)nnc1-c1ccco1
→ 5 | -5 | 0 | -3 | 8 | 0 | 9 | 2 | 3
CCOC(=O)COc1cccc2c(=O)n(CC(=O)N3CCC(C)CC3)ccc12
→ 4 | 0 | 2 | 4 | -6 | -1 | 3 | -2 | 10
O=C(c1ccc(F)cc1)c1cc2ccc(O)cc2oc1=O
→ -5 | -2 | -4 | 3 | -1 | 1 | 0 | 0 | -5
Cc1ccc(NC(=O)COC(=O)[C@H](C)N2C(=O)C3CC=CCC3C2=O)cc1S(=O)(=O)N(C)C (some centres undefined)
→ 8 | -1 | 7 | -3 | 15 | 11 | 0 | -2 | -2
O=C(N/N=C/c1ccc(Sc2ccccn2)o1)c1cc2ccccc2cc1O
→ 2 | 14 | -42 | 5 | 0 | 52* | 9 | -20 | 19
Clc1ccc(CSc2nccn2Cc2ccccc2)cc1
→ -8 | 0 | 6 | 0 | -4 | 2 | 13 | 5 | 8
Cc1ccc(S(=O)(=O)N(C)c2cc(S(N)(=O)=O)c(C)cc2C)cc1
→ -1 | 4 | -10 | 1 | 6 | 2 | 6 | -1 | -1
O=C(c1cnn2cccnc12)N1CCN(c2ccccc2)CC1
→ 2 | 0 | 3 | -1 | -5 | 2 | 2 | 1 | 13
COc1ccc(OCCC(=O)NCCN2CCOCC2)cc1
→ 2 | 9 | 0 | -3 | 3 | -3 | -3 | 1 | 5
COc1ccc(CNn2c(C)nc3ccccc3c2=O)cc1
→ 5 | 3 | 5 | -1 | 0 | 6 | 5 | 4 | 9
COc1ccc2cc(-c3ccccc3)c(=O)oc2c1
→ -11 | 0 | 3 | -1 | -7 | 7 | -2 | -4 | 4
Cc1ccc(C)c(N2CCN(C(=O)c3ccc(NS(=O)(=O)c4c(C)noc4C)cc3)CC2)c1
→ -8 | -1 | 2 | 1 | 11 | 4 | 0 | -2 | 4
Cc1ccc(NC(=O)CCNS(=O)(=O)c2ccc3c(c2)CCC(=O)N3)cc1F
→ -5 | -5 | -7 | -5 | -1 | -5 | 6 | -2 | -4
COc1ccc(C2CC(c3c(O)cc(C)oc3=O)=NCCS2)c(OC)c1 (centres undefined)
→ 5 | -1 | -2 | 1 | 11 | 1 | 6 | 0 | 7
Cc1nn(CC(=O)OCC(=O)c2ccccc2)c(C)c1[N+](=O)[O-]
→ . | . | . | 0 | -3 | 4 | 3 | . | 14
COc1ccccc1-n1c(SCC(N)=O)nnc1-c1ccc(S(=O)(=O)N2CCCCC2)cc1
→ 6 | 0 | 6 | 2 | -3 | 6 | 9 | 0 | -3
C=CCNC(=O)c1onc(CSc2ccc(F)c(F)c2)c1C(=O)NCC=C
→ 5 | 1 | -2 | 7 | -5 | 8 | 1 | -5 | 2
Cc1cccc(-c2noc(CN(C(=O)C(c3ccccc3)c3ccccc3)C(C)C)n2)c1
→ 0 | -8 | -9 | -4 | -5 | 3 | 2 | -6 | 3
Cc1ccnc(NC(=O)COc2c(C)cc(C)cc2[N+](=O)[O-])c1
→ 9 | 1 | 3 | 4 | 5 | -5 | 4 | -3 | 10
Fc1cnc(Cl)nc1NC1CCCCC1
→ 2 | 3 | 0 | -2 | -4 | 15 | 4 | -1 | 5
CC(C)C(=O)Nc1cc(S(=O)(=O)N2CCOCC2)ccc1N1CCCCC1
→ . | . | . | 2 | 3 | 1 | 3 | . | 6
CCCN(CC(=O)Nc1ccccc1OC)C(=O)c1cc(-c2ccccc2)nn1-c1ccccc1
→ . | . | -2 | -3 | 8 | 5 | 0 | 0 | 4
Cc1ccc2[nH]c(CNC(=O)c3ccccc3F)cc2c1
→ -3 | -3 | 1 | 0 | 4 | 4 | 5 | 0 | 8
CCN1C(=O)N[C@H](c2ccccc2)C(C(C)=O)=C1C
→ 7 | 2 | -2 | 0 | -2 | 3 | 4 | -1 | 3
Cn1c(SCCOc2ccc(F)cc2)nnc1-c1ccncc1
→ 3 | 1 | -2 | 2 | 2 | 4 | 5 | -1 | 0
O=C(NCC(c1ccco1)N1CCCC1)c1cn(Cc2ccccc2)nc1-c1ccccc1 (centres undefined)
→ . | . | 5 | -3 | 7 | 7 | 4 | -4 | -1
O=C(NC(=S)Nc1ccccc1N1CCCC1)c1cccc(F)c1
→ 3 | 3 | 5 | -10 | 6 | 5 | -4 | -1 | 9
COc1cc(C(=O)Nc2nnc(CC(=O)NCc3ccccc3)s2)cc(OC)c1OC
→ 0 | 2 | 9 | -3 | -1 | 4 | 3 | -4 | 7
O=C(N/C=C\c1ccccc1)NCc1ccc(Cl)cc1
→ -22 | -5 | -8 | -5 | -3 | 2 | 4 | -4 | 8
CCOC(=O)CSc1nc2c(sc3ccccc32)c(=O)n1CCCN1CCOCC1
→ -4 | -3 | -2 | -4 | 2 | 3 | 0 | -1 | -1
CCOc1ccc(OCCNC2CCCC2)cc1
→ -2 | 1 | 4 | 4 | -6 | -1 | 3 | 0 | 1
CCN(CC)CCOC(c1ccccc1)c1ccc(C)cc1 (centres undefined)
→ -1 | 1 | -7 | -1 | 8 | -5 | 1 | 2 | 14
Cc1ccc(NC(=O)C(=O)NCCc2c[nH]c3ccccc23)c(C)c1
→ -7 | -1 | 0 | 2 | 12 | 4 | 5 | -1 | 8
CCN1CCCC1CNC(=O)c1cc(S(=O)(=O)CC)c(N)cc1OC (centres undefined)
→ 11 | -4 | 2 | 1 | . | 1 | . | 2 | .
Cc1ccc2c(c1)C1CN(C)CCC1N2Sc1ccccc1[N+](=O)[O-] (centres undefined)
→ 4 | 3 | 10 | 5 | 5 | 6 | 2 | 5 | 8
COc1ccccc1CN1CCNC(=O)C1CC(=O)O (centres undefined)
→ 2 | -6 | -3 | 2 | 7 | 5 | 3 | 0 | 6
Cc1ccccc1CCN(C(=O)Cn1nnc2ccccc21)C(C(=O)NC(C)(C)C)c1ccsc1 (centres undefined)
→ -2 | -1 | -5 | 0 | -5 | 4 | 1 | -6 | -4
COC(=O)c1ccc(OC(=O)c2ccc(OC)c(OC)c2)c(OC)c1
→ 2 | -1 | -9 | 3 | -8 | -1 | -4 | -2 | -4
COc1ccc(N2CCN(C(=O)C3CCCN(S(=O)(=O)c4ccc(F)cc4)C3)CC2)cc1 (centres undefined)
→ -4 | 2 | 1 | -6 | -2 | 2 | -1 | 3 | 10
COc1ccc(/C=C/c2onc(C)c2S(=O)(=O)N2CCC(C(=O)N3CCC(C)CC3)CC2)cc1
→ 5 | -1 | 2 | -6 | 2 | 1 | 4 | 3 | 6
COc1cc(OC)cc(C(=O)N[C@H](C(=O)OCC(=O)Nc2ccc(C(C)C)cc2)C(C)C)c1
→ -1 | -12 | 0 | 0 | -5 | 9 | 6 | -9 | 4
COc1ccccc1NC(=S)N1CCC(NC(=O)c2ccco2)CC1
→ 0 | -6 | -5 | -3 | 10 | -3 | 4 | -4 | 0
COc1ccccc1/C=C/C(=O)NCC(=O)n1nc(C)cc1C
→ -4 | 4 | 4 | 4 | -2 | 5 | -5 | 0 | 0
CN(C)C=Nc1ccc2nn(-c3ccccc3)nc2c1
→ 9 | 3 | 1 | -6 | -7 | 3 | 1 | -2 | 7
Fc1ccc(CN2CCN3CCCC3C2C2CCCCC2)cc1F (centres undefined)
→ 6 | -3 | -2 | -2 | -1 | -1 | 2 | 1 | 3
COC(=O)CCC(=O)N1CCCC(C(=O)c2ccc(Cl)cc2C)C1 (centres undefined)
→ 0 | 4 | -4 | -1 | 0 | 6 | 2 | -2 | 2
O=C(c1cccc(N2C(=O)C3CC=CCC3C2=O)c1)N1CCN(c2ccccc2)CC1 (centres undefined)
→ -3 | 3 | 1 | -1 | -1 | 1 | 2 | -1 | 4
COc1ccc(CN(CCN2CCOCC2)C(=O)c2c(F)cccc2F)cc1OC
→ 7 | 2 | 8 | -1 | 7 | 4 | -1 | 1 | 2
CC(=O)Nc1ccc(-c2csc(NC(=O)C3CC(=O)N(c4ccc5c(c4)OCCO5)C3)n2)cc1 (centres undefined)
→ -7 | -7 | 0 | -4 | 1 | 5 | 2 | -5 | 6
O=[N+]([O-])c1cccnc1-n1cnc2ccccc21
→ 5 | 2 | -4 | 4 | -6 | -3 | 2 | -2 | 10
CCc1sc(C(=O)NCc2ccco2)cc1Br
→ -2 | 0 | -1 | 0 | -3 | 8 | -3 | -1 | 5
Cc1nn(-c2ccccc2)c2c1C(=O)N(c1ccccc1)C(=O)C(C)(C)C2
→ -2 | -6 | -5 | -4 | 0 | -4 | 7 | 1 | 2
Cc1ccc(NC(=O)C(=O)NCCN2CCN(S(=O)(=O)c3ccccc3)CC2)cc1C
→ 2 | 2 | -4 | -2 | 7 | 4 | 5 | 3 | 4
CN(CC(=O)Nc1ccc(N2CCOCC2)cc1)C(=O)c1cn(-c2ccccc2)nc1-c1ccccc1
→ -14 | 2 | -4 | -2 | 12 | -5 | 11 | 1 | 7

(cont.)
Below each SMILES: GSTO1 counter | Fam108B counter | PME-1 inh | PAD4 FP inh | PAFAH2 inh | pPAFAH FP inh | PAFAH1B2 inh | LYPLA1 counter | PAFAH1B3 FP inh
COc1ccc(/C=N/n2c(SC)nnc(C(C)(C)C)c2=O)c(OC)c1
→ 8 | -1 | -9 | -2 | -2 | 0 | 1 | 0 | 2
CCOc1ccc(NC(=O)CN(C)C(=O)Cc2c(C)nc3ccccc3c2C)cc1OCC
→ 0 | 0 | 2 | 2 | 3 | 9 | 3 | -2 | 0
Cc1ccc(NC(=O)CN2C(=O)COc3ccc(S(=O)(=O)N4CCOCC4)cc32)cc1F
→ 1 | 3 | -1 | 2 | 2 | -1 | 6 | 0 | 4
C=CCn1cc(C(=O)OCC)c(=O)c2cc(F)c(F)cc21
→ 3 | 1 | 5 | 3 | . | 0 | . | 0 | .
Cc1ccc(S(=O)(=O)N(CC(=O)N/N=C\c2cccs2)c2cccc3cccnc23)cc1
→ 8 | -15 | -5 | 1 | 4 | 4 | -2 | 0 | -1
CC(C)(C)c1ccc(OCc2nnc(SCC(N)=O)n2N)cc1
→ 1 | -4 | 0 | -3 | 6 | -1 | 8 | 2 | 8
C=C1C[C@H]2[C@@H]3CCc4cc(OC)ccc4[C@H]3CC[C@]12C
→ -3 | -2 | -4 | 4 | 4 | 2 | 0 | -3 | 13
Cc1n[nH]c(C)c1N=Nc1ccc(Br)cc1
→ 3 | -3 | -2 | -7 | -3 | 15 | 3 | -5 | 2
CCOC(=O)N1CCN(C(=O)c2ccc(CNS(=O)(=O)c3ccc(C)cc3)cc2)CC1
→ 3 | 11 | 1 | -1 | 0 | 9 | 4 | 1 | 4

Screening data (PubChem)
